Assay outcomes (PubChem)
Rv3671c inh – inhibitors of M. tuberculosis serine protease Rv3671c | AID 2606 | P9WHR9 | actives 0.048% (n = 320,000) | inhibition, % at 5.96 µM; in the data active means inhibition above about 38%;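 further: extracellular domain of Rv3671c used as enzyme; 0% = enzyme with DMSO and 100% = no enzyme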
Target sequence (P9WHR9 whole entry, looked up, the tested form may be a part): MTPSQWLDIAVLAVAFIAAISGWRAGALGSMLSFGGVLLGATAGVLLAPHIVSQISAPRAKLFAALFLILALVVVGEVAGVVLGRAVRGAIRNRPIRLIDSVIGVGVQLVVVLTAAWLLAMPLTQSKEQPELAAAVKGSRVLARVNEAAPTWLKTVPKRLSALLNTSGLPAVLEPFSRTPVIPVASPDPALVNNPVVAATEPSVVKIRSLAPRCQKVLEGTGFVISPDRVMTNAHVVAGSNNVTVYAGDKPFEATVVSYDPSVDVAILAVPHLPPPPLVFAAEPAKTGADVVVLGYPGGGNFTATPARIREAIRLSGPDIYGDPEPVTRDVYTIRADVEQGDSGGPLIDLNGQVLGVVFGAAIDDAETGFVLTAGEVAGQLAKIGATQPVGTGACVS
PriA SSB inh – inhibitors of Klebsiella pneumoniae PriA binding to SSB C-terminal tail; AlphaScreen SSBct-PriA binding, biotinylated peptide; inhibition, % at 33 µM; actives 0.6% (n = 430,000); AID 1272365; in the data active means inhibition mostly above about 37%, no sharp cut-off; inactive means mostly below about 20%;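 further: plate controls were negative control peptide for no effect and reference peptide for full effect; strong numbers were not always called active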
VHR inh abs – inhibitors of human VHR1 phosphatase (DUSP3); recombinant VHR phosphatase, pNPP absorbance; inhibition, % at 13.3 µM; actives 0.52% (n = 290,000); in the data active means inhibition above about 50%; further: some compounds called inactive have numbers as strong as hits
Target sequence (P51452 whole entry, looked up): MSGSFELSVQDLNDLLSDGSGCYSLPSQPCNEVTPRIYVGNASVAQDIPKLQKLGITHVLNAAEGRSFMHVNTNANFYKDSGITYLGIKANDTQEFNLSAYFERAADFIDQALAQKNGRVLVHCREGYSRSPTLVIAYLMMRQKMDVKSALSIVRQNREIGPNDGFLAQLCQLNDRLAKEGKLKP
SARS 3CLpro inh – SARS-CoV 3CLpro protease inhibition | P0C6X7 | recombinant SARS-CoV 3CLpro, quenched FRET peptide cleavage | inhibition, % at 6 µM | actives 0.14% (n = 290,000); in the data active means inhibition above about 12%
Vc quorum ag – inducers of Vibrio cholerae quorum light production without autoinducers; AID 588436; actives 0.16% (n = 350,000); V. cholerae BH1578 lux reporter, luminescence, 6 h; activation, % at 18.7 µM; in the data active means activation mostly above about 9.7%, no sharp cut-off; further: not every result past the cut was called active; inactives centre near 0; reference of the scale not given here
GDH-TPI inh – counter-screen for M. tuberculosis FBA inhibitors: GDH-TPI coupled enzymes; GDH-TPI coupled enzyme counterscreen, NADH absorbance; inhibition, % at 4.8 µM; actives 1.2% (n = 360,000); AID 588335; in the data active means inhibition above about 30%;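 further: 0% = DMSO wells and 100% = wells lacking the enzyme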
Mtb BioA inh – blocks M. tuberculosis BioA enzyme activity. inhibition, % at 9.99 µM. actives 0.096% (n = 360,000). purified M. tuberculosis BioA enzyme, plate reader; in the data active means inhibition above about 40%
Mtb FBA inh – Mtb fructose-bisphosphate aldolase inhibition | purified M. tuberculosis FBA, fluorescence read-out | actives 2.3% (n = 360,000) | AID 588726 | inhibition, % at 1 µM; in the data active means inhibition above about 27%;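 further: 0% = vehicle and 100% = reference inhibitor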
Target sequence (P9WQA3 whole entry, looked up): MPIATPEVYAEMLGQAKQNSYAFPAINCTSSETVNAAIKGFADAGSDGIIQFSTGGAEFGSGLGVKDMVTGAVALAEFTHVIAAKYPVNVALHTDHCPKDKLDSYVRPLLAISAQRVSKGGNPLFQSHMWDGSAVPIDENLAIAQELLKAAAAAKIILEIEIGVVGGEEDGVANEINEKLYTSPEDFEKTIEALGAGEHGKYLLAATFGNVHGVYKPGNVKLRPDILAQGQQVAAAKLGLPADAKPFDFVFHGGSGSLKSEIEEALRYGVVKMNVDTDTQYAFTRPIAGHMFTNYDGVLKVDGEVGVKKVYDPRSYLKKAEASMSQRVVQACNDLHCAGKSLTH
Mtb UGM inh – Mtb UDP-galactopyranose mutase inhibition | P9WIQ1 | purified UGM, fluorescence polarization probe displacement | inhibition, % at 10 µM | actives 0.06% (n = 320,000); in the data active means inhibition above about 10%, passing the limit was not always enough
MazEF act – activators of E. coli MazEF toxin-antitoxin RNase | FAM/BHQ RNA-DNA oligo cleavage fluorescence, 5 h | activation, % at 20 µM | actives 0.32% (n = 350,000) | AID 504720; in the data active means activation above about 50%
* marks the source's active call; other numbers are inactive results; i = inactive; x = not tested or not shown; & = joins results of further samples. Not all compounds are listed (hit frequency here may not be typical).

The line under a structure holds: Rv3671c inh, PriA SSB inh, VHR inh abs, SARS 3CLpro inh, Vc quorum ag, GDH-TPI inh, Mtb BioA inh, Mtb FBA inh, Mtb UGM inh, MazEF act
> O=C(COc1ccc2c(c1)OCO2)Nc1nnc(Cc2ccccc2)s1
    -6.1, -3.0, -3.8, -0.9, -0.2, -3.0, x, 0.4, 0.0, 12.1
> COc1ccccc1Cn1c(=S)[nH]c2cc(C(=O)N3CCCC(C)C3)ccc2c1=O (centres undefined)
    x, x, x, x, i, -0.9, 0.8, 0.8, x, 5.2
> Oc1ccc(Cl)cc1C=NCCc1ccccc1
    -3.9, -17.2, -6.9, -0.8, -2.4, -6.0, 2.4, -0.6, -1.1, 2.3
> O=C(CN(C(=O)C1CSC(=O)C1)c1cccc(F)c1)NCc1ccc2c(c1)OCO2 (centres undefined)
    -7.1, -20.2, 39.4, 1.5, 0.1, -1.5, -1.9, 1.2, 1.1, -0.5
> CSCCC(NC(=O)c1ccco1)C(=O)N(C)CC(=O)Nc1ccccc1Br (centres undefined)
    x, -2.7, x, x, -0.4, -7.4, -1.1, -2.0, x, -2.5
> NC(=O)C1CCN(c2nc3ccccc3nc2NS(=O)(=O)c2ccc(Br)cc2)CC1
    6.6, 2.4, x, x, i, 21.6, -1.4, 6.7, 2.8, -23.4
> O=C(O)c1cc(NCc2ccc3c(c2)OCO3)ccc1N1CCOCC1
    -4.1, -2.4, 18.2, 3.2, x, 8.7, -0.8, 8.3, 2.5, 0.8
> COc1ccc(NC(=O)C2(C)CCCN(C(C)C)C2)cc1F (centres undefined)
    x, x, x, x, -3.0, 14.2, -1.2, 0.4, x, x
> CCOC(=O)CSc1nnc(CSc2nc3sc4c(c3c(=O)[nH]2)CCCC4)n1-c1ccccc1
    -23.2, -8.0, 33.8, 5.2, -0.3, -1.4, 9.4, 1.9, 3.8, 7.4
> COc1cccc(CN2CCC(Oc3ccc(C(=O)NCc4ccccn4)cc3)CC2)c1O
    x, -3.3, 20.2, -0.6, -6.7, -11.6, 0.4, 0.1, x, -6.1
> c1ccc2oc(-c3ccn[nH]3)cc2c1
    1.8, -3.5, -2.7, 4.3, i, -19.2, -0.8, -3.0, 3.5, 9.8
> CC(C)c1ccc(OCC(=O)Nc2ccncc2)cc1
    -4.9, -1.5, 16.6, -3.6, -0.3, 1.7, -1.0, 1.0, 2.1, 4.3
> CSc1cccc(NC(=S)N2CCCN(Cc3cccc(Cl)c3)C2)c1
    -44.2, 2.8, 4.0, -0.7, -0.4, -3.8, 0.3, -4.3, -0.1, -0.1
> Cc1noc(C)c1S(=O)(=O)N(C)C[C@H]1Oc2c(NC(=O)Nc3ccc(C(F)(F)F)cc3)cccc2C(=O)N([C@H](C)CO)C[C@@H]1C
    -29.8, 1.2, x, x, -0.4, 1.4, -0.8, -1.2, 0.4, 3.2
> NC(=O)c1ccccc1OCC(=O)N1CCCc2ccccc21
    -2.6, -2.3, -20.2, 0.7, 5.0, 4.5, 0.4, 4.0, 0.2, 2.4
> C[C@H](CO)N1C[C@H](C)[C@@H](CN(C)S(=O)(=O)c2cccs2)Oc2ccc(NC(=O)CCC(F)(F)F)cc2C1=O
    0.1, -22.7, x, x, i, 11.7, 10.8&1.7, 3.5, -1.0, 1.0
> CC(Oc1ccc(Cl)cc1C(N)=O)C(=O)N1CCc2ccccc21 (centres undefined)
    5.7, -0.1, x, x, -1.1, 11.4, 3.7, 1.4, 3.6, 2.8
> COc1ccc(Cl)cc1NC(=O)CCS(=O)(=O)c1ccc(C)cc1
    -13.1, -5.4, -19.5, -2.4, -0.8, 9.0, 1.2, -1.6, -1.7, -1.7
> CC(C)CC(c1nnnn1C1CCCCC1)N1CCN(C(=O)c2ccco2)CC1 (centres undefined)
    5.9, -16.0, -14.9, 9.4, -0.7, 8.0, -2.3, -6.4, -0.5, -0.5
> CC[C@H](C)C(C(=O)N1CCN(C(=O)OC(C)(C)C)CC1)n1cc(C(Cc2ccc(O)cc2)NC(=O)OC(C)(C)C)nn1 (some centres undefined)
    -1.4, -2.2, 6.7, 3.4, 5.0, 4.0, -2.0, 2.0, -6.0, 8.9
> CC(=O)c1ccc(NC(=O)C2CC(c3ccc(F)cc3)=NO2)cc1 (centres undefined)
    -1.3, -17.0, 24.9, -2.3, -0.1, 0.6, -0.5, -0.8, -2.1, 4.8
> Fc1ccccc1/C=N/n1c(C2CCCCC2)n[nH]c1=S
    -8.3, x, 70.6, 4.0, -1.4, -3.6, 1.0, -2.5, 2.0, 3.0
> NNC(=O)CC1NCCN(Cc2ccccc2)C1=O (centres undefined)
    5.6, -10.8, 6.0, 0.1, -1.9, 0.0, 1.8, 4.2, 4.1, -5.1
> O=C(O)C1C2C=CC3(O2)C1C(=O)N1c2ccccc2C2OCCC2C13 (centres undefined)
    -0.2, -4.0, 14.3, -1.3, -1.5, 3.7, -0.8, 1.8, -0.5, 5.9
> CC(=O)c1c(C)[nH]c(C(=O)OCC(=O)NNC(=O)c2ccc([N+](=O)[O-])cc2)c1C
    2.1, -4.9, x, x, -0.8, 15.1, 2.7, -0.8, -1.0, 4.3
> Cc1ccc(NC(=O)C2=C(C(=O)O)CCCC2)cc1F
    -7.4, -5.7, 30.3, 1.4, i, 6.5, -0.5, 1.8, 1.5, 7.1
> COc1cc(OC)c(OC)cc1/C=N/NC(=O)c1ccc2nc[nH]c2c1
    5.8, i, 28.9, 3.7, i, 26.0, x, 2.2, 0.8, 11.0
> c1ccc(Nc2nc(NCc3ccco3)c3ccccc3n2)cc1
    -3.2, -12.4, 29.4, -4.2, -1.1, -2.3, -2.5, 4.3, -2.3, 43.6
> CN1C(=O)C(CC(=O)Nc2ccc(Cl)cc2)N(Cc2ccco2)C1=S (centres undefined)
    -4.9, -5.3, -2.7, 7.9, 0.0, -7.3, x, 8.4, -0.3, 4.4
> CCCCc1cc(=O)oc2c(C)c(OCC(=O)N3CCCC3)ccc12
    -0.6, -6.0, 18.5, 2.0, 0.3, 8.4, 5.3, 24.1, -3.2, 18.5
> CCOc1ccc(Cc2nc(N)nc(N)n2)cc1
    -5.3, -18.2, 30.8, 2.4, -0.2, 5.3, -0.4, 1.9, -1.2, 6.5
> CCOc1ccc(NC2=NCCC(=O)N2Cc2cccs2)cc1
    -3.0, 1.7, 0.0, -2.2, 0.4, -15.6, x, 1.5, 2.2, 3.0
> COc1ccc(NC(=S)NCC(c2cccnc2)N2CCOCC2)cc1 (centres undefined)
    -3.0, -5.7, -0.5, 3.7, i, 7.9, x, 4.8, -3.2, 9.3
> O=C(CC(=O)N1CCN(c2ccccn2)CC1)Nc1ccc2nc3n(c(=O)c2c1)CCCCC3
    3.8, -7.8, 10.7, -2.6, -0.3, 1.9, -0.8, 0.4, 0.3, 4.2
> COc1cc([N+](=O)[O-])c2nccnc2c1
    2.8, -7.3, 1.9, -1.6, i, 2.9, x, 0.3, -1.1, 9.9
> Cn1c(Cc2ccc3c(c2)OCO3)nnc1SCC(=O)NC(C)(C)C
    1.0, -9.1, -4.0, 2.4, -0.2, -6.4, x, 7.0, -1.2, 3.8
> COc1ccc(CCNC(=O)C2CCN(Cc3nc(-c4cccc(Cl)c4)oc3C)CC2)cc1OC
    7.7, -0.2, -9.5, -0.2, -0.2, -1.6, -0.8, -0.6, -0.1, 5.5
> COc1ccc(N2CC(C(=O)Nc3nnc(SCc4cccnc4)s3)CC2=O)cc1 (centres undefined)
    -13.2, -6.8, 3.6, -2.3, i, 7.0, 0.8, -3.7, 0.8, 0.5
> CCOc1ccc(C2CC(c3cccc(OC)c3)Nc3ncnn32)cc1 (centres undefined)
    -3.6, -5.8, 12.8, x, -0.4, 7.9, 7.3, 0.6, 1.6, -0.3
> COC(=O)CNC(=O)C1CCN(c2nc(C)cc(C)n2)CC1
    -3.8, -7.0, 6.6, -4.9, -2.9, 3.4, -1.1, 11.0, -3.7, -4.0

Ordered by formula weight (low to high): part of the list above
The line under a structure holds: Rv3671c inh, PriA SSB inh, VHR inh abs, SARS 3CLpro inh, Vc quorum ag, GDH-TPI inh, Mtb BioA inh, Mtb FBA inh, Mtb UGM inh, MazEF act
> CCOc1ccc(NC2=NCCC(=O)N2Cc2cccs2)cc1
    -3.0, 1.7, 0.0, -2.2, 0.4, -15.6, x, 1.5, 2.2, 3.0
> O=C(O)c1cc(NCc2ccc3c(c2)OCO3)ccc1N1CCOCC1
    -4.1, -2.4, 18.2, 3.2, x, 8.7, -0.8, 8.3, 2.5, 0.8
> O=C(CN(C(=O)C1CSC(=O)C1)c1cccc(F)c1)NCc1ccc2c(c1)OCO2 (centres undefined)
    -7.1, -20.2, 39.4, 1.5, 0.1, -1.5, -1.9, 1.2, 1.1, -0.5
> CSCCC(NC(=O)c1ccco1)C(=O)N(C)CC(=O)Nc1ccccc1Br (centres undefined)
    x, -2.7, x, x, -0.4, -7.4, -1.1, -2.0, x, -2.5

Next part
The line under a structure holds: Rv3671c inh, PriA SSB inh, VHR inh abs, SARS 3CLpro inh, Vc quorum ag, GDH-TPI inh, Mtb BioA inh, Mtb FBA inh, Mtb UGM inh, MazEF act
> CCn1c(CC(=O)Nc2ccc(C)cc2)n[nH]c1=S
    -0.8, 1.2, 19.7, -3.1, -1.4, 5.0, x, 3.6, 3.3, 0.8
> CCOC(=O)N/N=C\c1sccc1C
    -10.0, x, 1.2, 3.5, i, 2.3, 0.4, 2.3, -5.7, -2.0
> CCOc1ccc(/C=C2\SC(=O)N(c3ccc(O)cc3)C2=O)cc1OC
    -5.9, -5.8, -7.7, 2.0, x, x, x, x, 1.1, 10.7
> Cc1ccc(C(=O)Nc2ccccc2C(=O)NC(Cc2c[nH]c3ccccc23)C(=O)O)cc1 (centres undefined)
    -24.9, -13.1, 23.4, 7.5, -1.1, -4.3, x, -1.3, 3.9, -14.1
> N#Cc1cc2c(cc1NC(=O)CCn1cnnn1)OCO2
    -4.4, 3.1, -3.6, -1.4, i, -1.7, 0.0, -3.8, -0.2, 10.8
> COc1ccc2c(c1)C(=O)N1[C@H]3c4cc(Br)ccc4OC[C@@H]3[C@H](c3ccccc3)[C@]1(C)C(=O)N2
    -66.7, 14.7, x, x, -11.1, 8.8, 0.0, 4.1, -0.7, -5.2
> O=C(c1cc([N+](=O)[O-])cc([N+](=O)[O-])c1)N1CCOCC1
    0.9, -0.8, 14.7, 0.8, i, 0.0, x, -1.6, -1.2, 2.8
> C#CCN1C(=O)C(O)(CC(=O)/C=C/c2ccco2)c2ccccc21 (centres undefined)
    -12.0, -16.7, -7.7, -0.8, -0.3, 12.3, x, 5.1, 0.2, 7.8
> COc1cc(C(=S)N2CCCC2)cc(OC)c1OS(=O)(=O)c1ccc(NC(C)=O)cc1
    -1.9, 6.2, 1.5, 3.1, 0.0, 25.9, -2.9, -2.3, 1.0, 0.1
> O=C(O)CS/C(=C\c1ccc(F)cc1)c1nc2ccccc2s1
    4.2, x, 32.0, 6.7, x, x, x, x, -0.3, x
> OC1CCN(CC(O)C(F)(F)F)CC1 (centres undefined)
    -1.5, -2.6, 6.4, 2.3, i, -0.3, x, -1.3, -5.8, -2.8
> COc1cccc(OC)c1C(=O)OCC(=O)Nc1cccnc1Cl
    6.2, -2.2, 6.3, 2.9, -1.5, 4.0, x, 5.3, -4.2, 8.4
